Source: PubChem BioAssay (Sanford-Burnham Center for Chemical Genomics)
SENP8 block-1: inhibitors of human SENP8 protease. AID 2540. Q96LD8. actives 1.2% (n = 330,000). purified SENP8, Z-RLRGG-aminoluciferin cleavage, luminescence. inhibition, % at 10 µM; in the data active = inhibition above about 50%
Apaf1 inhib: inhibitors of human Apaf-1 apoptosome; O14727; actives 0.71% (n = 330,000); reconstituted apoptosome caspase-3 activity, DEVD-Rh110 fluorescence; inhibition, % at 20 µM; AID 489030; active = inhibition of at least 40% at 20 µM;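 also: plate controls were DMSO wells for no effect and DEVD-CHO caspase inhibitor wells for full effect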
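Material: cell-free apoptosome with Apaf-1, procaspase-3 and caspase-9; Buffer or medium: Hepes pH 7.5 with detergent and BSA; Reagent: cytochrome c trigger plus (Z-DEVD)2-Rh110 caspase-3 substrate; Times: compound with Apaf-1, dATP, procaspase-3 30 min, then 50 min reaction, room temperature; Technique: Rh110 fluorescence intensity.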
A3G deaminase: APOBEC3G (human) deaminase inhibition; actives 0.28% (n = 330,000); AID 493012; inhibition, % at 20 µM; recombinant A3G, ssDNA deamination FAM/TAMRA fluorescence; Q9HC16;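 active = inhibition of at least 40% at 20 µM, with no more than 30% in the related APOBEC3A deaminase screen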;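 also: plate controls were DMSO wells with A3G for no effect and wells lacking A3G enzyme for full effect; some compounds called inactive have numbers as strong as hits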
Target sequence (Q9HC16 whole entry, looked up): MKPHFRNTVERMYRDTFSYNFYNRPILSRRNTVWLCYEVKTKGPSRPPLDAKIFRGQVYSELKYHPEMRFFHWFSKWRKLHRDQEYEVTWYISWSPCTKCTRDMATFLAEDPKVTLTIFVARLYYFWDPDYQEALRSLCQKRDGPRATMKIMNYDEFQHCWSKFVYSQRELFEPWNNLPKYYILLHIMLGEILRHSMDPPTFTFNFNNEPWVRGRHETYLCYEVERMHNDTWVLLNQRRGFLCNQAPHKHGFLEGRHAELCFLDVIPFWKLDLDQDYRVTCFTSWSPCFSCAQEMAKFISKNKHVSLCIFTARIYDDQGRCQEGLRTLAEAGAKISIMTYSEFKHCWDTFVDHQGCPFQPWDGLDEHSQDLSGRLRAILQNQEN
SENP8 block-2: blocks human SENP8 cleavage of Nedd8 substrate; Q96LD8; recombinant SENP8, Nedd8 substrate fluorescence; AID 602440; actives 0.64% (n = 360,000); inhibition, % at 20 µM; in the data active = inhibition mostly above about 40%, no sharp cut-off; inactive = mostly below about 27%
SENP6 block: inhibitors of human SENP6 protease; Q9GZR1; Recombinant SENP6 catalytic domain, aminoluciferin luminescence; inhibition, % at 10 µM; actives 1.8% (n = 330,000); AID 2599;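 active = inhibition above about 50% at the single tested dose, limit read from the data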;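 also: plate controls were DMSO wells with enzyme for no effect and DMSO wells lacking enzyme for full effect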
Target sequence (Q9GZR1 628-1112 limits assumed): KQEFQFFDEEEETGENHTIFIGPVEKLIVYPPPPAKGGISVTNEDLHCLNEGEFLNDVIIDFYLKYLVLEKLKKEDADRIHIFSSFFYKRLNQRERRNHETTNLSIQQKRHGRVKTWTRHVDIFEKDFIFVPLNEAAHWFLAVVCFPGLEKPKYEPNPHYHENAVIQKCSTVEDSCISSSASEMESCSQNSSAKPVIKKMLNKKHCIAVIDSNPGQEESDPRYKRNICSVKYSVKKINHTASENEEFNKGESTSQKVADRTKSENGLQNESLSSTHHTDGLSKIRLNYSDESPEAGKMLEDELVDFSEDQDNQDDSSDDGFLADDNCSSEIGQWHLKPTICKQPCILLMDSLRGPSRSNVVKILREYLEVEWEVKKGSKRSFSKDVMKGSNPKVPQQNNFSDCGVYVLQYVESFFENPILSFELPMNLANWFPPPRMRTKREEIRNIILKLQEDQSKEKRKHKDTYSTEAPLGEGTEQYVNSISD
SENP1 inh: SENP1 (human) catalytic domain inhibition; recombinant SENP1 catalytic domain, CyPet-SUMO1-YPet FRET cleavage; inhibition, % at 10 µM; actives 0.21% (n = 360,000);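 active = inhibition at least 30% at 10 µM, raw YFP signal under a set limit, fluorescence ratio 0.5 to 1.5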;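 also: 0% = enzyme with DMSO and 100% = no enzyme wells; some results filed as inactive read as strong as hits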
Target sequence (Q9P0U3 419-644 limits assumed): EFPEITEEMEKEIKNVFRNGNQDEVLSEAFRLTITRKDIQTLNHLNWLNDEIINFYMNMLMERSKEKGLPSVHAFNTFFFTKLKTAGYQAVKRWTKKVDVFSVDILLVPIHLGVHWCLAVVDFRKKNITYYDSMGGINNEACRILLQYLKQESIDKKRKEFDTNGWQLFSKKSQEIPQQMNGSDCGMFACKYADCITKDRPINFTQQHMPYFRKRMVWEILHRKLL
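Test system: hSENP1 catalytic domain, recombinant; Amount: 20 pM final SENP1 enzyme; Medium: Tris pH 8 buffer plus EDTA, NaCl, BME, BSA, NP40, catalase; Schedule: 50 min enzyme reaction, room temperature, light-protected; Technique: FRET fluorescence in CFP and YFP emission channels; Controls: no-enzyme wells low, DMSO-plus-enzyme wells high control.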
SENP7 inh: inhibitors of human SENP7 protease | AID 434973 | actives 1.5% (n = 330,000) | Q9BQF6 | inhibition, % at 5 µM | recombinant SENP7, Z-RLRGG-aminoluciferin luminescence, 40 min;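 active = inhibition above about 50% at the single test dose, limit read from the data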;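 also: plate controls were DMSO with enzyme for no effect and no enzyme buffer wells for full effect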
UBC13 polyUb: inhibitors of human UBC13 polyubiquitin chain formation; inhibition, % at 20 µM; actives 0.47% (n = 330,000); TR-FRET; P61088; in the data active = inhibition above about 45%, passing the limit was not always enough; inconclusive = no clear call, values can overlap the other calls
Active calls of the source: *; ? = inconclusive.

SMILES	SENP8 block-1	Apaf1 inhib	A3G deaminase	SENP8 block-2	SENP6 block	SENP1 inh	SENP7 inh	UBC13 polyUb
O=C1c2ccccc2C(O)N1Cc1ccccc1 (configuration not stated)	-7	-10	-3	5	-8	2	-4	-1
CC(C)CNC(=O)c1cccc(NC(=O)C(C)Oc2ccccc2)c1 (configuration not stated)	-5	-3	-1	7	-22	0	-3	0
OCC[C@H]1C[C@H](O)[C@@H](O)[C@@]2(Cc3ccccc3CCO2)O1	-14	-4	-14	11	-15	1	-12	-1
COc1ccc(NC(=O)C/C(C)=N/NC(=O)C(=O)NC2CCCCC2)c(OC)c1	-5	5	-6	5	-12	0	-4	-18
CS(=O)(=O)N(CC(=O)Nc1cccnc1)c1ccc2c(c1)OCO2	-6	-11	-7	17	-12	2	2	8
CCN(CC)CCN1C(=O)C(=O)/C(=C(/O)c2c(C)[nH]c(C(=O)OC)c2C)C1c1ccco1 (configuration not stated)	6	14	-2	12	0	-1	3	-13
CCOC(=O)c1c(C)[nH]c(C)c1C(=O)CSc1nc2ccccc2n1CC	-11	10	-8	3	-13	-1	-6	-7
CC(=O)Oc1cccc(C2C3=C(CC(C)(C)CC3=O)Nc3ccccc3N2C(C)=O)c1 (configuration not stated)	-11	-2	4	-55	9	1	17	-11
CCOC(=O)c1[nH]c2ccc(OCC)cc2c1NC(=O)CN1CCC2(CC1)OCCO2	0	-10	-4	-423	-9	-1	-7	10
S=C(Nc1ccccc1)Nc1ccc(Br)cc1	2	-21	-4	-1	5	1	-3	1
CN1C(=S)SC(/[N+]([O-])=C\c2ccccc2)C1(C)C (configuration not stated)	6	-3	-1	13	0	2	4	-3
CCC(C)NC(=O)C1(NC(=O)Nc2ccccc2)CCCCC1 (configuration not stated)	0	-3	-5	-1	4	2	1	11
Cc1nc(N2CCN(c3ccccn3)CC2)c2c(C)c(C(=O)Nc3ccccc3F)sc2n1	-12	27	-8	-34	-24	0	-4	?
Cc1nc2nc(SCC(=O)O)nn2c(C)c1Cc1ccccc1Cl	-10	-1	-9	2	-13	2	-1	-5
CCn1cc(CN2CCC(n3nccc3NC(=O)c3ccccc3C)CC2)c(C)n1	-9	-11	-3	5	-29	0	17	-16
COc1cc(SC)ccc1C(=O)OCC(=O)NC1CCCC1	-2	-6	-1	5	4	0	2	-5
COC(=O)c1ccc(NC(=O)CS(=O)(=O)Cc2ccccc2)cc1	3	-8	-5	29	-9	2	-3	8
O=C(CSCc1c(Cl)cccc1Cl)Nc1ccc2c(c1)OCCO2	5	12	-1	4	-9	5	8	-5
Cc1occc1C(=O)N1CCCC(N2CCN(c3cccc(Cl)c3)CC2)C1 (configuration not stated)	-12	9	0	6	-6	-1	14	-6
CS(=O)(=O)N(CC(=O)Nc1ccc(S(=O)(=O)N2CCOCC2)cc1)c1ccccc1Br	-4	8	-2	7	-2	1	-2	-6
O=C1NCCc2cc3c(cc21)OCO3	-8	15	-6	15	-31	0	-8	0
COc1ccc2sc(-c3ccccc3OC)c(C#Cc3cncn3C)c2c1	-5	22	-7	-402	3	-2	-2	51*
COc1cc(C)c(S(=O)(=O)N2CCOCC2)cc1C	-2	-22	3	1	0	-1	7	2
O=C(c1ccc2c(=O)n(C3CCCC3)c(=S)[nH]c2c1)N1CCCCCC1	-1	7	-7	32	13	3	1	19
C=C(C)Cn1c(SCCCO)nc2c1c(=O)[nH]c(=O)n2C	-2	-2	1	32	0	-1	4	5

Single entries from the entries so far.
O=C(c1ccc2c(=O)n(C3CCCC3)c(=S)[nH]c2c1)N1CCCCCC1 | UBC13 polyUb = 19
OCC[C@H]1C[C@H](O)[C@@H](O)[C@@]2(Cc3ccccc3CCO2)O1 | A3G deaminase = -14

Following part
SMILES	SENP8 block-1	Apaf1 inhib	A3G deaminase	SENP8 block-2	SENP6 block	SENP1 inh	SENP7 inh	UBC13 polyUb
Cc1cc(NC(=O)CCC(=O)N(c2ccccc2)C(C(=O)NC2CCCC2)c2ccccc2C)no1 (configuration not stated)	9	10	-14	2	-2	1	-5	2
CN(C)S(=O)(=O)c1ccc2nc(NC(=O)c3cccs3)sc2c1	40	0	-5	-237	73*	3	55*	-1
O=C(COC(=O)CSc1ccc(F)cc1)NCc1ccco1	-9	3	-5	6	-15	5	-11	-6
COC(=O)c1cccc(N2C(=O)C3C4C=CC(CC4)C3C2=O)c1 (configuration not stated)	-5	0	-6	1	-3	2	5	7
Cn1cc(S(=O)(=O)NC(c2ccccc2)c2ccccc2)c(=O)n(C)c1=O	-6	-26	-10	19	-2	3	-5	11
Cc1ccc(NS(=O)(=O)c2ccc(C(=O)NCCCN3CCOCC3)cc2)cc1	-7	17	-7	6	-11	-1	7	35
COc1cccc(NC(=O)CCN2CCOCC2)c1	-2	-13	-4	2	11	1	-1	3
CCCC(=O)n1nc(-c2ccc(Cl)cc2)nc1SC	-10	0	-3	18	-10	-1	-1	10
COc1ccc(CCNc2nc(-c3cccnc3)nc3ccccc23)cc1OC	-7	11	0	-40	-2	1	-8	-2
CCOC(=O)Nc1cccc(NC(=O)c2cc(OC)cc(OC)c2)c1	42	3	-7	1	64*	0	71*	0
Cc1cc(Cl)c2oc(C(=O)NCCN3CCCCC3CO)c(C)c2c1 (configuration not stated)	5	2	-5	-9	5	-16	6	9
CCOC(=O)COc1ccc(S(=O)(=O)NCc2ccco2)cc1	-7	-3	5	20	-15	-6	0	3
CCCc1cc(C(=O)Cc2nc3ccccc3s2)c(O)cc1O	-3	11	-7	-453	6	-25	-1	0
COc1cccc(C(=O)NC(=S)N2c3ccccc3CC2C)c1OC (configuration not stated)	0	14	-2	22	-14	1	7	-1
CCOC(=O)N1CCN(C(=O)CCn2c(=S)[nH]c3ccsc3c2=O)CC1	-2	-22	-11	15	-5	3	-1	35
NC(CO)C(=O)NNCc1ccc(O)c(O)c1O (configuration not stated)	4	51*	37	45*	9	5	16	48*
CCCC(=O)Nc1ccccc1NC(=O)c1ccc(OC)cc1	-5	-11	-8	15	-3	-1	-3	5
CCOC(=O)N1CCN(Cc2nc3c(c(=O)n(C)c(=O)n3C)n2CCC(C)C)CC1	10	-4	-3	4	-10	2	2	-4
Cc1ccccc1CSCC(=O)N1CCN(c2ccccc2)CC1	-8	14	-4	4	-5	2	2	0
CN1C/C(=C/c2cccs2)C(=O)/C(=C\c2cccs2)C1	5	11	-5	16	8	6	7	-4
CCN(CC)CCn1c2c(c(SCC(=O)Nc3ccc(C(C)C)cc3)nc1=O)CCCC2	6	19	-6	11	4	0	-4	9
O=C(O)/C=C/C(=O)Nc1ccc(O)cc1	-4	-22	-7	81*	-10	20	-4	13
CCOC(=O)c1ccc(-c2ccc3c(=O)c4ccccc4n(C)c3c2)cc1F	2	23	-4	-474	-8	-30	13	-23
CC1(C)CCCC(C)(C)N1CC(O)COCCOc1ccc(Br)cc1 (configuration not stated)	-5	-5	-8	15	-31	2	-1	6
O=[N+]([O-])c1ccc(OC/C=C2\Oc3ccc([N+](=O)[O-])cc3C2N2CCOCC2)cc1 (configuration not stated)	-2	15	-1	26	3	1	0	-6
SMILES	SENP8 block-1	Apaf1 inhib	A3G deaminase	SENP8 block-2	SENP6 block	SENP1 inh	SENP7 inh	UBC13 polyUb
COc1cccc(/C=N/Nc2ncnc3c2[nH]c2ccc(C)cc23)c1OC	4	8	-2	-216	-8	-10	6	-22
C=CCNC(=O)c1ccc(C)c(Br)c1	1	-44	-4	2	-13	1	1	-1
O=C(CCN1C(=O)c2ccccc2S1(=O)=O)Nc1ccccc1F	0	-13	-5	5	-7	2	3	6
Cc1cc(C)c(S(=O)(=O)N(C)CC(=O)N2CCCCC2)c(C)c1	2	-6	-2	12	7	0	5	4
Cc1ccc(-n2nc3c(N4CCC(C(=O)NCc5cccc(F)c5)CC4)nnc(C)c3c2C)cc1	-3	22	-6	-378	-8	-2	7	-1
CCC(C)(C)NC(=O)CN(Cc1ccc(F)cc1)C(=O)CCC(=O)Nc1ccccn1	1	15	-2	10	-2	2	-2	0
CCOc1ccccc1NC(=O)CCn1ccnc1	0	2	-8	8	3	1	0	6
CCOc1nc(NC(=O)NC(=O)c2ccccc2)nc(-c2ccccc2)n1	-7	-2	0	4	-9	2	-2	-12
O=C1CCc2cc(S(=O)(=O)NC(Cc3ccccc3)C(=O)NCC3CCCO3)ccc2N1 (configuration not stated)	4	-8	-5	0	-4	0	-4	1
CCOCC(=O)Nc1cc(C(=O)Nc2ccccc2)ccc1Cl	14	-10	-1	29	26	2	33	-3
CCCc1cn(S(=O)(=O)c2ccc(OC)cc2OC)nc1N	-10	-13	-7	-6	-27	-1	-1	5
CCCCn1c(SCC(=O)NC2CC(C)(C)NC(C)(C)C2)nc2cc(S(N)(=O)=O)ccc21	-6	-1	0	7	-3	3	9	0
Cc1ccc(NC(=O)CCNS(=O)(=O)c2ccc3c(c2)CCC(=O)N3)c(Br)c1	-3	3	-4	5	1	-3	3	0
Cc1ccc(CN2CCc3[nH]c(=O)[nH]c(=O)c3C2)cc1	-7	-1	-4	-19	-10	-8	-4	0
O=C(COc1ccc(S(=O)(=O)NC2CCCCC2)cc1Cl)NCc1ccc2c(c1)OCO2	-4	8	-9	14	-6	1	5	9
Cc1ccc(S(=O)(=O)N2CCCCC2)cc1NC(=O)[C@@H]1CCCN1C(=O)c1cccs1	-1	14	7	9	2	2	-9	-12
CCN(C(=O)COC(=O)CCS(=O)(=O)c1ccc(C)cc1)C1CCS(=O)(=O)C1 (configuration not stated)	3	-2	-3	4	19	1	-5	1
N#CCSc1nnc(CNc2ccc(F)cc2)o1	-3	-12	-5	2	-9	-3	-7	3
Nc1ncc(Br)cc1S(=O)(=O)NCCC(=O)NCc1ccc(F)cc1	3	-1	-4	-34	18	2	-2	0
COc1ccc(-n2nnnc2Sc2ccc(S(=O)(=O)N3CCOCC3)cn2)cc1	-4	6	4	12	7	0	3	6
COC(CNC(=O)c1cc(C)nn1-c1ccccc1)OC	-1	-4	1	16	-2	-1	-2	5
COc1ccc(C)cc1Nc1n[n+](-c2ccccc2)c(-c2cc(OC)c(OC)cc2Br)s1	-4	17	2	14	-12	1	4	38
CCN1CCN(CC(=O)Nc2cc(C(F)(F)F)ccc2OCCOC)CC1	-4	2	-4	0	11	2	-6	-1
O=C1C2CCCN2C(=O)N1CCCN1CCN(c2cccc(Br)c2)CC1 (configuration not stated)	-7	0	28	12	-33	-2	-13	-6
CC(Sc1nnc(N)s1)C(=O)Nc1ccc2c(c1)OCCO2 (configuration not stated)	2	-18	-4	1	-14	1	6	13
Cc1ccc(C2CCN(C(=O)Nc3ccccc3)C2)cc1 (configuration not stated)	-5	10	-2	25	7	0	3	5
OCCSc1nc(-c2ccccc2)nc2c1CCC2	-3	3	1	16	7	0	-3	1
CCN(CC)C(=O)C1CCCN(c2ccc([N+](=O)[O-])cc2/C=N/NC(=O)c2cccc(Br)c2)C1 (configuration not stated)	-9	26	-8	4	-4	-14	-3	-10
O=C(COC(=O)C1CCCCC1)Nc1ccc(S(=O)(=O)N2CCOCC2)cc1	0	-2	0	7	-2	0	2	-6
O=C(NNC(=O)c1ccc(-c2ccccc2)cc1)Nc1ccc(F)cc1F	0	4	-5	-5	-14	1	-7	-11

Records listed so far shown as hits in SENP6 block:
canonical_smiles,A3G deaminase,SENP6 block,SENP1 inh,SENP7 inh,UBC13 polyUb
CN(C)S(=O)(=O)c1ccc2nc(NC(=O)c3cccs3)sc2c1,-5,73*,3,55*,-1
CCOC(=O)Nc1cccc(NC(=O)c2cc(OC)cc(OC)c2)c1,-7,64*,0,71*,0
